# UBC9 SUMO inh = inhibitors of in vitro SUMOylation cascade, primary screen, biochemical, HTRF, uHTS | AID 2006, 2009 | HTRF SUMOylation assay, SAE1/SAE2 + UBC9 | actives 0.36% (n = 290,000) | inhibition, % at 35 µM; in the data active = inhibition above about 50%, passing the limit was not always enough; also: strong numbers were not always called active
# MEKK2wt PB1 HTS = modulators of MEK5 binding to wildtype MEKK2, primary screen, biochemical, multiplex bead flow cytometry, Alexa488-MEK5. actives 1.1% (n = 290,000). binding response (% of control), % at 10 µM. Alexa488-MEK5 binding to MEKK2 WT; actives lie on both sides; in the data active = binding response below about 67% or above about 130%
# MEKK2 mut-MEK5 = MEK5 binding signal on mutant MEKK2 PB1, primary screen, biochemical, multiplex bead flow cytometry, Alexa488-MEK5; percent response, % at 10 µM; AID 1530, 2009; Alexa488-MEK5 binding to MEKK2 mutant; actives 0.35% (n = 290,000); in the data active = percent response above about 24%, passing the limit was not always enough; also: inactives centre near 1; some results filed as inactive read as strong as hits
# CRFR2-BP antag = antagonists of CRF-BP/CRF-R2 complex, primary screen, cell-based, HEK293, calcium dye fluorescence, uHTS; CRF-induced calcium fluorescence; AID 588475, 2011; actives 0.59% (n = 350,000); inhibition, % at 11.8 µM;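 active = inhibition of the ligand-induced calcium signal above about 50% at the single tested concentration, limit read from the data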
# CRFBP-R2 agonist = agonists of CRF-BP/CRF-R2 complex, primary screen, cell-based, HEK293, calcium dye fluorescence, uHTS. CRF-binding protein / CRF receptor 2 complex (human). calcium dye fluorescence (FLIPR); percent of saturating CRF peptide response. activation, % at 13.2 µM. actives 0.46% (n = 350,000). AID 588473, 2011;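 active = activation of at least 50%, plus an integration ratio under a set limit after plate pattern correction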;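 also: plate controls were neutral control wells without compound for no effect and CRF at EC100 for full effect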
# MEKK3 PB1 HTS = modulators of MEKK3-MEK5 PB1 binding, primary screen, biochemical, wildtype MEKK3, multiplex bead flow cytometry, Alexa488-MEK5 | bead-based flow cytometry, Alexa488-MEK5 binding to MEKK3; actives lie on both sides; 0 = blocked by unlabeled MEK5, 100 = vehicle | actives 1.4% (n = 290,000) | Mitogen-activated protein kinase kinase kinase 3 (Homo sapiens), Q99759 | binding response (% of control), % at 10 µM;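 active = binding response more than 3 SD above or below the average of its plate-row segment, actives on both sides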;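 also: Alexa488 bead fluorescence after subtracting the streptavidin-only scavenger bead signal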
# Target sequence (Q99759 whole entry, looked up): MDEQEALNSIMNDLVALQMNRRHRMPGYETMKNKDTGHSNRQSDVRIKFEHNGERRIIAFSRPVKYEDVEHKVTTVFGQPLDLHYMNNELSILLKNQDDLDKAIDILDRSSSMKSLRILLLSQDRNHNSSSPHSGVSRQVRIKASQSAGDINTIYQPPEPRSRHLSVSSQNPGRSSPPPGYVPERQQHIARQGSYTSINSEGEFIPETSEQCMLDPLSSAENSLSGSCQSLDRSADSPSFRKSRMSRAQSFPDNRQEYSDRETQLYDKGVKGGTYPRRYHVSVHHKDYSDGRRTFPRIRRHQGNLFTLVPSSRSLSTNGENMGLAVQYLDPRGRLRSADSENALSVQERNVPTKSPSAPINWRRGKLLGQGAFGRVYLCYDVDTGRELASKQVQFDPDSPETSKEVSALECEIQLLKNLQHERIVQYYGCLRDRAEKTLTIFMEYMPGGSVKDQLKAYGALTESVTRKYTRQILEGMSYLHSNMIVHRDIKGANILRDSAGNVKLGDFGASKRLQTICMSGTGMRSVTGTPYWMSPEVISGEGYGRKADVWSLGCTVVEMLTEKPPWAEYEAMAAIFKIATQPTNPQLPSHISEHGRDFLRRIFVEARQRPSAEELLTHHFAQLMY
# DNA FID counter = compounds displacing fluorescent DNA intercalator, primary screen, artefact control for HCV NS3 helicase inhibitor project, biochemical, FID fluorescence | inhibition, % at 7.9 µM | DNA fluorescent intercalator displacement | actives 0.17% (n = 290,000); in the data active = inhibition above about 37%;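 also: 0% = vehicle and 100% = reference compound; higher means more ethidium bromide displaced from hairpin DNA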
# HCV NS3 hel inh = inhibitors of HCV NS3 helicase, primary screen, biochemical, Cy5 molecular beacon fluorescence; NS3 helicase DNA unwinding; Hepatitis C virus NS3 helicase; AID 1800, 2009; actives 0.56% (n = 290,000); inhibition, % at 10.9 µM;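 active = inhibition above the mean of all tested compounds plus 3 SD, set per campaign, cut at about 35% in these data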;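 also: 0% = DMSO wells and 100% = thioflavine S control wells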
#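 Control set: DMSO versus 110 µM thioflavine S; Material: NS3 helicase fragment of HCV; Measured by: Cy5 fluorescence at 0 and 60 min, beacon hairpin quenching; Read-out basis: percent inhibition from t60/t0 fluorescence ratio; Times: reaction time 60 min, 25 °C; Repeats: single replicate; Compound dosing: single dose, 10.9 µM nominal final, DMSO 0.8% final.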
# GalR3 antag = GalR3 antagonists in HEK293 cells, primary screen, cell-based, fluorescence readout. Galanin receptor type 3 (Homo sapiens), O60755. HEK293 GalR3-CNG cAMP membrane potential fluorescence; galR3 body fused to GalR1 C-terminus. inhibition, % at 3 µM. actives 0.44% (n = 360,000);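 active = inhibition above the screen-wide average plus 3 SD, cut at about 13% in these data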;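 also: forskolin and galanin both at EC90 stimulate the cells; cAMP rise reported by CNG channel membrane potential dye signal; 0% = forskolin plus galanin with DMSO and 100% = forskolin alone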
# Target sequence (O60755 1-299 limits assumed): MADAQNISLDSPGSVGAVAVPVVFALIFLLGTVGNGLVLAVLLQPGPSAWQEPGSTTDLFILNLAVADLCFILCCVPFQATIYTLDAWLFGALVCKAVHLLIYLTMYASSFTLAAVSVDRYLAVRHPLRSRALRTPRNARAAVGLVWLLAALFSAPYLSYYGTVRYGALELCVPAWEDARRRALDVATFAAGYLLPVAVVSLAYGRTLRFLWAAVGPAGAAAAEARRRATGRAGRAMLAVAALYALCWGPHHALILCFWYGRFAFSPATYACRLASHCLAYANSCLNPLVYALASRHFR
# Numbers without * were called inactive; x = no result given. This is a subset; rates above refer to the full screens.
SMILES,UBC9 SUMO inh,MEKK2wt PB1 HTS,MEKK2 mut-MEK5,CRFR2-BP antag,CRFBP-R2 agonist,MEKK3 PB1 HTS,DNA FID counter,HCV NS3 hel inh,GalR3 antag
O=C(Nc1ccc(NC(=S)NC(=O)C(c2ccccc2)c2ccccc2)cc1)c1ccccc1,x,94,1,-30,-2.6,105,0,0,-5
Cc1cccc(C)c1OCc1nnc(SCC(=O)Nc2ccccc2F)o1,10,93,-2,-35,3.3,92,-17,-7,5
O=S(=O)(NCc1ccccn1)c1cc(Cl)ccc1Cl,2,105,2,-6,-0.9,105,0,2,-14
COc1ccc(CCNC(=O)c2ccc(CN3CCC(Cc4ccccc4)CC3)cc2)cc1OC,34,116,-1,-11,-2.0,99,19,-21,-5
Cc1ccc(NC(=O)C(C)[n+]2ccccc2)cc1[N+](=O)[O-] (centres undefined),-3,99,0,-6,-1.4,99,1,-2,-4
C=CCCCCCCCCc1nc(=S)[nH][nH]1,-11,100,4,11,-1.4,101,-12,16,2
COc1ccc(C(=O)c2ccc(Br)cc2)cc1,-7,102,1,-1,-0.8,100,2,10,-5
CC1=CC=CN2C1=NC(=O)CC2(C)C(=O)N(CC(=O)NC1CCCC1)c1ccccc1C (centres undefined),7,105,3,20,-1.7,103,-7,7,3
CCNC(=S)N1CCN(c2cccc(C(F)(F)F)c2)CC1,-4,110,-1,-4,-0.8,111,-7,9,-4
COc1ccc(O)c(/C=N/NC(=O)CN2CCS(=O)(=O)CC2)c1,35,103,-1,1,0.5,102,-9,-7,-3
COC(=O)c1ccc(OC)c(CN2CCCN(Cc3ccc(F)cc3)S2(=O)=O)c1,-14,103,-3,11,0.2,102,-25,-19,-14
CCOC(=O)Nc1ccc2c(c1)N(C(=O)CCCl)c1ccccc1[S@]2=O,16,107,4,-6,2.9,106,-14,1,-7
CCC1CN(C(=O)N2CCC(C(=O)NCc3ccc(OC)cc3OC)CC2)c2ccccc2O1 (centres undefined),0,95,-2,-12,-1.0,94,-69,-11,-8
O=C(N/C(=C/c1cccc([N+](=O)[O-])c1)C(=O)N1CCCCCC1)c1ccco1,3,112,14,19,-3.5,110,-36,7,0
COc1cc(CN2CCCC(N3CCc4ccccc4C3)C2)c(Cl)cc1O (centres undefined),6,114,9,3,-0.8,109,-6,0,-8
Cc1cccc(OCCCN2CCCCCC2)c1,0,105,10,19,-1.7,107,14,-6,-5
Cc1cc2c3nonc3ccc2n1-c1ccccc1,19,95,-3,17,-0.7,95,5,0,-7
COc1ccccc1CC(=O)N(Cc1ccccc1)c1cccc(C)c1,6,103,6,7,-0.3,103,-43,-19,1
CC1Cc2ccccc2N1C(=O)CSc1nnnn1C1CCCC1 (centres undefined),-9,x,x,5,-5.6,x,3,4,3
O=C(CN1C(=O)NC2(CCCCC2)C1=O)Nc1ccccc1Cl,10,99,3,26,-7.1,99,5,1,-3
CCOc1ccc(N(CC(=O)NCc2ccccc2)S(=O)(=O)c2ccc(C)cc2)cc1,-6,98,-1,10,-0.4,99,-35,-3,-6
COc1ccccc1C(=O)Nc1cccc(-c2cn3ccsc3n2)c1,6,99,2,x,x,101,-21,13,3
COCCOc1cc(NC(=O)c2cccc(OC)c2)c(Cl)cc1Cl,-8,98,-1,-3,1.2,102,-33,-7,-7
O=C(O)c1ccc(CSc2nnnn2C2CCCCC2)cc1,12,109,2,12,0.0,105,-27,21,-2
CCCCn1c(CCNC(=O)c2ccco2)nc2ccccc21,41,111,6,-15,-3.5,107,-19,2,3
Cc1ccccc1C(=O)Nc1nnc(CC(=O)N/N=C/c2cn(Cc3ccccc3)c3ccccc23)s1,x,105,5,-6,1.9,114,-6,-8,-4
COc1ccccc1NC(=O)CN1CCN(C2c3ccccc3-c3ccccc32)CC1,-14,89,-20,10,-1.0,95,-9,-3,2
COc1cc2nc(NCC3CCCO3)n3nc(-c4cccnc4)nc3c2cc1OC (centres undefined),-7,x,x,28,-4.3,x,-4,6,-6
CCc1c(C)sc(NC(=O)C2CCCO2)c1C#N (centres undefined),-14,96,4,-4,1.8,88,-1,-1,-2
CC(C)(C)c1cn(-c2ccc(Cl)cc2)c(=S)[nH]1,16,96,0,-9,1.2,102,-13,-9,-5
CCc1ccc(OCC(=O)O/N=C(\N)c2ccncc2)c(Br)c1,9,106,3,-37,26,103,-18,0,5
Cc1ccc(C(C(=O)NC2CCCC2)N(C(=O)CCC(=O)Nc2cc(C)on2)c2ccccc2)cc1 (centres undefined),7,102,-2,7,-1.3,78,-6,-3,-5
CCCCCCCCCOC(=O)C1N2C(=O)[C@@H](NC(=O)COc3ccccc3)[C@H]2SC1(C)C (some centres undefined),x,102,-4,-3,2.5,104,x,x,-6
O=C(CCCN1C(=O)c2cccc3cccc(c23)C1=O)N1CCc2ccccc2C1,4,98,6,8,-1.6,101,-31,-14,0
C/C(=N\NC(=O)Cn1ccc(C(F)(F)F)n1)c1ccc2c(c1)OCO2,-14,98,0,3,3.1,100,-5,-1,-8
OCCCN1CCN(CCCOc2ccccc2-c2ccccc2)CC1,12,110,1,-1,0.2,107,23,-12,-13
O=C(Nc1cccc(NC(=O)c2ccc(Cl)cc2)n1)c1ccc(Cl)cc1,-5,107,3,2,1.0,106,-4,1,-1
O=C(COc1ccccc1)NCCSCc1ccccc1Cl,-14,94,-4,-1,-0.1,97,-26,4,-5
N#C/C(C(N)=O)=C1/SC(Cc2ccc(F)cc2)C(=O)N1c1ccccc1 (centres undefined),8,96,-4,5,-2.0,95,-13,-7,-4
COc1ccccc1N1CCN(C(=O)C2CCN(S(=O)(=O)N3CCOCC3)CC2)CC1,8,100,4,20,5.6,109,-28,0,1

# The last 2 entries of the part before are carried over, then new ones follow:
SMILES,UBC9 SUMO inh,MEKK2wt PB1 HTS,MEKK2 mut-MEK5,CRFR2-BP antag,CRFBP-R2 agonist,MEKK3 PB1 HTS,DNA FID counter,HCV NS3 hel inh,GalR3 antag
N#C/C(C(N)=O)=C1/SC(Cc2ccc(F)cc2)C(=O)N1c1ccccc1 (centres undefined),8,96,-4,5,-2.0,95,-13,-7,-4
COc1ccccc1N1CCN(C(=O)C2CCN(S(=O)(=O)N3CCOCC3)CC2)CC1,8,100,4,20,5.6,109,-28,0,1
CCCCC(=O)Nc1nnc(SCC(=O)Nc2ccc(OC)cc2)s1,27,104,5,11,-0.5,102,-10,-4,3
CN(/N=C/c1ccc(Br)o1)C1=NS(=O)(=O)c2ccccc21,39,93,-3,-13,1.5,84,-4,-13,-6
O=C(c1ccco1)N1CCN(c2c(-c3ccccc3)c3cc(Cl)ccc3[nH]c2=O)CC1,8,95,1,-24,-0.3,100,-15,6,-2
COCc1cc(CN2CCCC(C(=O)c3cccc(C(F)(F)F)c3)C2)ccc1OC (centres undefined),-6,112,8,-7,-0.5,102,7,-1,-6
O=C(NCCCNC(=O)c1ccc(Cl)cc1Cl)c1cnccn1,x,105,4,-2,0.2,99,-3,8,-1
COc1ccc(CC(C(=O)Nc2cc(C)ccc2C)/C(N)=N/O)cc1 (centres undefined),16,98,-2,-11,-0.2,102,-4,2,0
Cc1ccc(-c2c[n+](CC(=O)Nc3cc(=O)n(C)c(=O)n3C)c3n2CCC3)cc1,14,107,2,-31,3.2,98,2,-3,-1
Cc1ccc2c(c1)C(O)(CC(=O)c1ccc(C)s1)C(=O)N2 (centres undefined),2,103,0,9,1.8,99,-5,-3,-3
CC(=O)N/C(=C/c1ccc2c(c1)OCO2)C(=O)Nc1ccccc1,4,110,5,33,0.1,111,2,1,-5
CCOc1cccc(CN2CCCC(N3CCc4ccccc4C3)C2)c1O (centres undefined),1,100,5,-5,-0.1,97,4,-8,-7
CC(=O)Nc1ccc(S(=O)(=O)NNC(=O)COc2cccc3ccccc23)cc1,-7,107,1,15,-0.5,119,-5,-10,1
COc1ccc(S(=O)(=O)NCC(=O)Nc2cccc(C)c2C)cc1OC,9,100,1,-3,0.5,101,-3,2,-4
COc1ccccc1N(Cc1cc2ccc(C)cc2[nH]c1=O)C(C)=O,6,95,7,-5,-0.6,97,-29,14,-3
CCOc1ccc(N(CC(=O)Nc2ccccc2F)S(=O)(=O)c2c(C)[nH]c(=O)[nH]c2=O)cc1,x,98,-7,-6,-0.1,101,-27,0,-1
O=C(NCc1ccco1)c1cc(-c2ccc3c(c2)OCO3)on1,12,112,5,-17,-0.6,107,-3,-1,-8
Cc1ccc(S(=O)(=O)Cn2nnnc2C(c2ccccc2)N2CCN(c3ncccn3)CC2)cc1 (centres undefined),-10,109,5,-8,-0.9,112,-14,10,0
FC(F)(F)c1ccccc1/C=N/n1c(C2CCCCC2)n[nH]c1=S,-16,107,5,-11,0.7,104,-32,1,-10

# Filtered by structure: the entries above containing a Cl atom.
SMILES,UBC9 SUMO inh,MEKK2wt PB1 HTS,MEKK2 mut-MEK5,CRFR2-BP antag,CRFBP-R2 agonist,MEKK3 PB1 HTS,DNA FID counter,HCV NS3 hel inh,GalR3 antag
O=S(=O)(NCc1ccccn1)c1cc(Cl)ccc1Cl,2,105,2,-6,-0.9,105,0,2,-14
CCOC(=O)Nc1ccc2c(c1)N(C(=O)CCCl)c1ccccc1[S@]2=O,16,107,4,-6,2.9,106,-14,1,-7
COc1cc(CN2CCCC(N3CCc4ccccc4C3)C2)c(Cl)cc1O (centres undefined),6,114,9,3,-0.8,109,-6,0,-8
O=C(CN1C(=O)NC2(CCCCC2)C1=O)Nc1ccccc1Cl,10,99,3,26,-7.1,99,5,1,-3
COCCOc1cc(NC(=O)c2cccc(OC)c2)c(Cl)cc1Cl,-8,98,-1,-3,1.2,102,-33,-7,-7
CC(C)(C)c1cn(-c2ccc(Cl)cc2)c(=S)[nH]1,16,96,0,-9,1.2,102,-13,-9,-5
O=C(Nc1cccc(NC(=O)c2ccc(Cl)cc2)n1)c1ccc(Cl)cc1,-5,107,3,2,1.0,106,-4,1,-1
O=C(COc1ccccc1)NCCSCc1ccccc1Cl,-14,94,-4,-1,-0.1,97,-26,4,-5
O=C(c1ccco1)N1CCN(c2c(-c3ccccc3)c3cc(Cl)ccc3[nH]c2=O)CC1,8,95,1,-24,-0.3,100,-15,6,-2
O=C(NCCCNC(=O)c1ccc(Cl)cc1Cl)c1cnccn1,x,105,4,-2,0.2,99,-3,8,-1
